Source: PubChem (several laboratories)
EP2 modulator: modulators of human EP2 prostaglandin E2 receptor. P43116. EP2-expressing cells, cAMP HTRF FRET, PGE2 co-stimulation. induction, % at 25 µM. 0.83% of 260,000 active;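 active means compounds whose cAMP rise, as percent of the full-agonist control response, exceeds 60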;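 further: rat C6 glioma line stably carrying human EP2 under a CMV promoter; the protocol text gives 20 µM as final concentration; 100% = response of wells given 1 µM PGE2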
TRPML3 agonist: human mucolipin-3 channel agonism; AID 1448; activation, % at 3 µM; 0.29% of 220,000 active; HEK293 TRPML3-YFP, Fluo-8 calcium fluorescence; 100% = the carbachol control signal; Q8TDD5;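 active means activation above its plate's cutoff, the mean activation of the plate's test wells plus 3 SD, cut at about 12% in these data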;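 further: 0% = DMSO only wells and 100% = carbachol wells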
Target sequence (Q8TDD5 whole entry, looked up): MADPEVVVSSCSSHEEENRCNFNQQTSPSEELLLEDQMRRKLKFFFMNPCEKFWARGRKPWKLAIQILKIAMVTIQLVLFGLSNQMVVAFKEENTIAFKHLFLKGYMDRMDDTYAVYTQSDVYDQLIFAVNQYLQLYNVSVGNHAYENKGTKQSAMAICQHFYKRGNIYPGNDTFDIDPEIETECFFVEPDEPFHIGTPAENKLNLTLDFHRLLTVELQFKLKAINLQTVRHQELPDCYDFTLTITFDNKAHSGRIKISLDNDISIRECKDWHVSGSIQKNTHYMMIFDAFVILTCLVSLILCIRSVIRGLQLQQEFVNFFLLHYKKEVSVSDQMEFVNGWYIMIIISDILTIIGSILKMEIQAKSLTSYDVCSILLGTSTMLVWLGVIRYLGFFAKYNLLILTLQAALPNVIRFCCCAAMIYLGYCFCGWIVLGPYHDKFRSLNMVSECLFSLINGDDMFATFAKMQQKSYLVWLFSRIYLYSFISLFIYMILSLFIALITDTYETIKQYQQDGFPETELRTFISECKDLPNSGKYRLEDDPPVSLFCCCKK
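Material: HEK293 cells stably carrying human TRPML3-YFP; compound dosing: single dose, 3 µM final nominal compound, 0.3% DMSO final; incubation: 1-h 37 °C dye load, 5-s basal, 120-s post-compound reads; technique: Fluo-8 intracellular calcium fluorescence, excitation 470-495 nm, emission 515-575 nm; read-out basis: percent activation from peak-to-basal fluorescence ratio, scaled between DMSO and carbachol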
TRPN1 ag: activates the zebrafish TRPN1 channel. AID 1424. HEK293 zebrafish TRPN1-YFP, Fluo-8 calcium fluorescence; 100% = response to 87 µM carbachol. 0.18% of 220,000 active. activation, % at 3 µM;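 active means activation above its plate's cutoff, the mean activation of test wells on that plate plus 3 SD, cut at about 19% in these data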;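 further: 0% = DMSO alone and 100% = 87 µM carbachol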
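Material: zebrafish TRPN1-YFP in HEK293 cells; Doses: single test compound dose, 3 µM nominal, 0.3% DMSO; Timing: dye loading 1 h at 37 °C, then 30 min room temperature; Technique: intracellular calcium fluorescence with Fluo-8; Benchmarks: high carbachol 87 µM, low DMSO alone.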
CHOP inhibitor: CHOP inhibition in unfolded protein response; CHO-K1 CHOP-promoter luciferase, tunicamycin-induced, 15-18 h; inhibition, % at 10 µM; 3.8% of 220,000 active;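 active means compounds that reduced the stress-induced luciferase reporter signal by more than about 70% of percent inhibition, limit read from the data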;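 further: 0% = tunicamycin plus vehicle and 100% = wells without tunicamycin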
NPY Y1 blocker: antagonists of human neuropeptide Y receptor Y1; P25929; HEK293-CNG Y1 cells, membrane potential fluorescence; NPY at EC95, then isoproterenol; inhibition, % at 3.6 µM; 1% of 200,000 active; AID 1040;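 active means inhibition above the campaign mean inhibition of all tested compounds plus 3 SD, cut at about 20% in these data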;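 further: 0% = DMSO wells given NPY plus isoproterenol and 100% = isoproterenol alone without NPY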
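Material: Y1- and CNG-channel-expressing HEK293 cells / Probe or stimulus: NPY 25 nM then isoproterenol 1 µM plus Ro 20-1724 25 µM / Doses: 3.6 µM single dose, DMSO 0.4% / Schedule: compound incubation 1 h at room temperature, readout 45 min post-stimulation / Signal: membrane potential fluorescence / Benchmarks: isoproterenol-only wells as full block versus NPY-plus-isoproterenol wells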
EP2 antag: EP2 receptor (human) inhibition. P43116. C6 glioma cells expressing human EP2, cAMP TR-FRET; cells stimulated with saturating PGE2. inhibition, % at 25 µM. 0.52% of 260,000 active. AID 1422;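 active means percent inhibition above 40 after rounding to a whole number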;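 further: rat C6 glioma host cells with rolipram phosphodiesterase inhibitor present; the protocol text gives 20 µM as final concentration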
14-3-3 Bad PPI: disrupts binding of bovine 14-3-3 zeta to phospho-Bad peptide; P63103; TR-FRET 14-3-3zeta/Dy647-pBad peptide displacement, 1 h; inhibition, % at 21.7 µM; 0.71% of 220,000 active; AID 781;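 active means inhibition above about 70%, limit read from the data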;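 further: 0% = full 14-3-3 plus peptide FRET controls and 100% = background without 14-3-3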
Target sequence (P63103 whole entry, looked up): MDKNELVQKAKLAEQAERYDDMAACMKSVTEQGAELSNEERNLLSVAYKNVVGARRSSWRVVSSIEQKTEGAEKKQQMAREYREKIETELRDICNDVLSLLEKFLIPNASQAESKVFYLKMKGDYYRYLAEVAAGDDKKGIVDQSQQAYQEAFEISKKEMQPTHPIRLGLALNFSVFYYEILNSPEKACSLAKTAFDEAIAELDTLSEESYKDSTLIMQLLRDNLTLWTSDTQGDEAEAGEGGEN
NPY-Y1 PAM-ag: human NPY-Y1 potentiation or agonism, primary screen; P25929; NPY-Y1 expressing cells, potentiator/agonist activation; activation, % at 3.6 µM; 0.37% of 220,000 active; AID 1304; in the data active means activation above about 33%, passing the limit was not always enough;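 further: cells stimulated with NPY at EC10 then isoproterenol at EC100; 0% = low agonist plus stimulus and 100% = saturating agonist plus stimulus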
PPC-1+TRAIL kill: PPC-1 cancer cell killing with TRAIL present. PPC-1 cells + TRAIL, ATPLite viability luminescence. 0.41% of 220,000 active. cell killing (% activity), % at 4 µM;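 active means cell killing above 50% in the first pass at 4 µM, then a duplicate retest at 5 µM averaging 50% or more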;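 further: plate controls were cells with TRAIL plus DMSO for no effect and medium-only wells lacking cells for full effect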
An asterisk follows results filed as active; · = no result given; [ ] = another dose, or the depositor's remark. These rows are one share of the data, so the mix of outcomes need not match the whole.

Structure	EP2 modulator	TRPML3 agonist	TRPN1 ag	CHOP inhibitor	NPY Y1 blocker	EP2 antag	14-3-3 Bad PPI	NPY-Y1 PAM-ag	PPC-1+TRAIL kill
O=C(COC(=O)c1cnc(Cl)c(Cl)c1)NCc1ccc2c(c1)OCO2	14.2	0.9	0.4	8.7	13.5	10.7	-1.4	-2.7	-6.1
CC1CC(O)(Cc2ccccc2)C(C)CN1C (centres undefined)	-11.3	1.1	0.8	12.4	19.4	13.8	0.7	22.2	26.4
COc1nc(-c2ccccc2)ccc1-c1noc(-c2cccs2)n1	·	0.0	0.5	·	-1.0	6.8	·	1.5	·
COC(=O)[C@@H](NC(=O)NCc1ccccc1Cl)C(C)C	24.0	-1.1	-1.3	32.5	-2.3	14.6	-7.5	-17.1	24.0
CCNC(=S)N/N=C/c1ccc(OCCOc2ccccc2C)cc1	17.1	-0.2	1.3	84.9*	6.6	5.1	4.4	9.0	5.1
COc1ccc(CCn2c(NCCCN3CCOCC3)nc3c2c(=O)[nH]c(=O)n3C)cc1	-3.0	0.8	-0.8	-5.5	-0.1	13.7	-2.7	9.8	15.4
O=c1[nH]c2ccc(Cl)cc2c(-c2ccccc2)c1SC(=S)N1CCOCC1	25.3	1.1	0.3	98.9*	-3.7	8.9	-3.7	-16.5	6.1
Cn1c(=O)c2cc(S(=O)(=O)NCCC(=O)NCCc3ccc(Cl)cc3)ccc2n(C)c1=O	-11.9	-0.7	-0.1	7.4	-1.2	12.3	55.2	5.8	12.7
COCCN(C(=O)c1ccccc1OC1CCN(S(C)(=O)=O)CC1)C(C)C	-13.6	0.5	1.4	6.8	4.6	2.7	-4.2	0.3	-4.9
COc1ccc(OC)c(C(C)NC(=O)c2ccco2)c1 (centres undefined)	26.4	0.1	1.3	·	-0.4	9.8	0.9	16.9	16.5
O=C(Nc1ccccc1SCC1CSc2nc3ccccc3c(=O)n21)c1ccccc1 (centres undefined)	27.8	0.5	-0.2	9.8	2.7	9.8	3.3	1.1	-0.1
Cc1cc(NC(=O)C2CC(=O)N(c3ccccc3)C2)no1 (centres undefined)	4.8	0.1	-0.2	1.6	-1.4	10.0	0.0	13.5	-4.5
COc1ccccc1N=C1SC(C(=O)Nc2cccc(Cl)c2Cl)C(N)=C1C(N)=O (centres undefined)	-31.3	0.7	0.5	-12.2	·	9.8	32.0	19.6	6.6
CC(C)NS(=O)(=O)c1ccc(CCC(=O)NCc2ccco2)cc1	4.2	0.7	1.0	-1.6	-1.8	11.1	6.9[fluorescence artefact?]	14.1	18.2
O=C(c1cc(Cl)cc(Cl)c1)N1CCOCC1	5.8	0.6	-1.3	-44.6	4.3	10.1	1.1[fluorescence artefact?]	-2.3	8.1
COC(=O)C(C)NC(=O)C12CC3CC(CC(C3)C1)C2 (centres undefined)	27.5	-0.1	1.9	-13.9	-0.7	16.6	-7.3[fluorescence artefact?]	-4.8	13.9
Cc1ccccc1NC(=O)c1ccc(CN2CCC(Cc3ccccc3)CC2)cc1	-29.9	2.8	7.7	12.8	6.3	28.2	-1.6	20.1	23.5
Cc1[nH]n(-c2ccccc2)c(=O)c1C=NCc1ccco1	-29.6	0.3	-0.7	-25.4	1.8	4.2	-7.7	9.8	9.1
COC(=O)c1cc(NC(=O)c2ccc(OC)cc2)c(=O)oc1C	3.7	1.3	0.9	-1.2	-0.6	3.5	-17.7	-7.4	38.4
COc1cccc(C(=O)Nc2ccc(NC(=O)c3ccco3)c(Cl)c2)c1	-25.8	0.5	-0.5	-27.6	0.6	2.9	-16.0	5.4	·

In a second layout: two of the compounds above
Order of values – EP2 modulator | TRPML3 agonist | TRPN1 ag | CHOP inhibitor | NPY Y1 blocker | EP2 antag | 14-3-3 Bad PPI | NPY-Y1 PAM-ag | PPC-1+TRAIL kill
- O=C(Nc1ccccc1SCC1CSc2nc3ccccc3c(=O)n21)c1ccccc1 (centres undefined)
  27.8 | 0.5 | -0.2 | 9.8 | 2.7 | 9.8 | 3.3 | 1.1 | -0.1
- Cc1cc(NC(=O)C2CC(=O)N(c3ccccc3)C2)no1 (centres undefined)
  4.8 | 0.1 | -0.2 | 1.6 | -1.4 | 10.0 | 0.0 | 13.5 | -4.5

Continued.
Structure	EP2 modulator	TRPML3 agonist	TRPN1 ag	CHOP inhibitor	NPY Y1 blocker	EP2 antag	14-3-3 Bad PPI	NPY-Y1 PAM-ag	PPC-1+TRAIL kill
CCOc1ccc(N2C(=O)S/C(=C\c3ccc(O)c(OCC)c3)C2=O)cc1	-14.2	0.7	0.2	-5.8	·	11.8	-0.2	5.5	-3.1
COCCCNC(=O)COc1ccc(S(=O)(=O)Nc2ccccc2)cc1	-0.8	0.6	-0.6	27.5	-5.1	4.8	2.9[fluorescence artefact?]	-0.4	-4.3
O=C(CSc1nnc(-c2cccnc2)n1C1CCCCC1)NC1CCCCC1	-7.4	-0.3	-0.5	7.5	10.1	3.5	-1.0[fluorescence artefact?]	-24.3	27.7
O=C(NCC1CCCO1)C1CCN(C(=O)c2ccc(Br)cc2)CC1 (centres undefined)	6.0	1.3	-0.4	-0.8	-2.2	3.2	7.8	-15.4	8.2
COC(=O)C1CCN(S(=O)(=O)c2cn(C)c(=O)n(C)c2=O)CC1	11.7	-0.7	0.1	18.7	7.2	8.8	1.3[fluorescence artefact?]	6.8	14.9
O=C(C1=C[C@@H](c2coc3ccccc3c2=O)C[C@@H](OCCCCO)O1)N1CCN(Cc2ccc3c(c2)OCO3)CC1	-12.5	0.7	-0.3	8.6	3.9	19.7	-3.4	-10.4	10.0
CCCCC(=O)NC(Nc1cc(C)ccn1)(C(=O)OCC)C(F)(F)F (centres undefined)	3.3	-0.5	-1.2	7.7	1.4	17.6	8.3	-12.3	17.7
CCOC(=O)C1CCN(CC(=O)N2C(C)CCCC2C)CC1 (centres undefined)	11.8	0.3	1.6	0.3	-0.9	3.3	58.5	-6.1	14.5
CCOc1ncccc1C(=O)N1CCN(c2cccc(C)c2C)CC1	-12.1	0.2	-1.0	-21.8	24.1*	7.5	87.6*	-17.5	7.4
COc1cc(/C=N/NC(=O)c2ccc3nc[nH]c3c2)cc(OC)c1OC	-24.4	0.8	2.7	-0.5	·	10.5	-3.1	26.8	4.8
CCOC(=O)N1CCC(N2C(=O)c3ccccc3C2Nc2ccc(S(=O)(=O)N3CCCCC3)cc2)CC1 (centres undefined)	-36.3	14.6*	2.2	14.7	10.6	2.5	2.3	5.0	4.7
CCOC(=O)CSc1nc(C)cc(C)c1C(N)=O	37.6	0.5	-1.0	1.2	0.0	6.8	-2.7	8.1	14.1
O=C(O)C12C[C@H]3C[C@@H](C1)CC(n1ncc(N4CCN(c5ccccc5)CC4)c(Cl)c1=O)(C3)C2	3.3	0.1	0.9	14.7	-0.1	6.3	-13.4[fluorescence artefact?]	-11.6	7.2
COC(=O)CCN(C(=O)c1ccc(Cl)c([N+](=O)[O-])c1)c1ccccn1	12.2	0.4	3.2	-22.1	·	6.2	2.4	10.2	-28.6
NC12NC(=O)C3(O)C4C5CC(C6C5C3C61)C42 (centres undefined)	20.6	0.8	1.9	-5.9	8.8	10.0	0.4	6.7	11.4
COc1cc(/C=N/N(C)S(=O)(=O)c2ccc(C)cc2)cc([N+](=O)[O-])c1O	25.8	0.2	0.4	-1.1	·	9.3	-0.5	-1.7	0.9
O=C(NC(=S)Nc1ccccc1N1CCOCC1)c1ccc(-c2cc(Cl)ccc2Cl)o1	-1.3	1.1	1.2	-4.6	-4.8	3.1	-9.8	-24.6	38.7
Cc1ccc(N(C(=O)Cn2nnc3ccccc32)C(C(=O)NC2CCCCC2)c2cn(C)nc2C)cc1 (centres undefined)	13.0	0.9	1.0	9.3	2.1	2.4	-0.9	1.5	9.1
Cc1nnc(SCC(=O)Nc2ccc(-c3nc4ccccc4s3)cc2)s1	-66.1	2.2	4.8	85.9*	-1.4	4.4	16.1	-6.2	21.8
CSc1c(C#N)c(N)c(C#N)c2c1COC(C)(C)C2	19.5	0.2	0.2	-7.7	0.9	6.6	-1.4	-18.5	4.9
CCCN1C2CCCC1CC(NC(=O)c1cc(OC)c(OC)c(OC)c1)C2 (centres undefined)	-3.3	-0.2	1.3	-28.2	2.8	4.0	1.3[fluorescence artefact?]	-19.1	12.3
CCOC(=O)Oc1ccc2c(=O)c(Oc3cccc(C)c3)coc2c1	29.9	-1.3	-0.3	42.1	13.4	7.4	9.1	1.8	19.7
Cc1ccc2[nH]c(C)c(CCNC(=O)C3CCCCC3C(=O)OCC(F)(F)F)c2c1 (centres undefined)	-24.9	0.8	1.9	45.7	4.8	7.5	-23.9	2.6	49.7
COCCn1c(C)cc(C2=NNC(=Nc3ccc(OC)cc3)SC2)c1C	-12.4	-0.2	-0.3	4.0	-3.4	7.7	-2.3	9.9	7.1
CCC(C)NC(=O)CNS(=O)(=O)c1ccc(C)cc1 (centres undefined)	24.8	1.0	2.2	-5.8	-3.4	11.4	-3.0	-3.3	18.5
CC(=O)Nc1cccc(C(=O)/C=C/c2ccc[nH]2)c1	-22.4	0.3	0.5	-15.3	·	11.4	-12.4	7.4	-0.9
COCCCNCCCCOc1ccc(OCc2ccccc2)cc1	-44.2	2.8	1.4	29.7	4.3	4.4	11.2	-3.6	7.1
